# High-throughput results (PubChem BioAssay)
# ABHD5-PLIN5 inh: inhibitors of human ABHD5-perilipin-5 interaction; Q00G26+Q8WTS1; Split G. princeps luciferase complementation, luminescence, 4 h; inhibition, % at 4 µM; 360,000 compounds, 0.78% hits; AID 602281;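 active = inhibition above the mean inhibition across every tested compound plus 3 SD, cut at about 22% in these data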;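 also: 0% = DMSO only wells and the 100% control is not disclosed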
# Cardio protect: protects H9c2 cardiomyocytes from peroxide injury; AID 588492; 360,000 compounds, 0.63% hits; protection from H2O2 cell death, % at 20 µM; H2O2 injury protection, ATPLite, 2 h;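 active = compounds giving at least 50% protection of heart cells from peroxide-induced death in the single-dose screen, raw or plate-pattern-corrected value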;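 also: 0% = DMSO wells with peroxide and 100% = DMSO wells without peroxide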
# ABCB6 inh 2: human ABCB6 transporter inhibition; K562-ABCB6 porphyrin accumulation, flow cytometry, 1 h; stronger effect = lower value; fluorescence ratio to DMSO, % at 10 µM; 360,000 compounds, 0.19% hits; AID 602162;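 active = fluorescence ratio to DMSO below 75%, the collection mean minus 3 SD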;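 also: signal is porphyrin accumulated inside mitochondria; 100% equals median channel fluorescence of DMSO control wells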
# NOD2-RIPK2 inh: blocks binding of human NOD2 to RIPK2; O43353; CHO BLA complementation NOD2-RIPK2, CCF4 ratio; inhibition, % at 4.98 µM; 360,000 compounds, 0.38% hits; in the data active = inhibition above about 21%;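 also: 0% = vehicle only and 100% = reference blocker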
# Target sequence (O43353 whole entry, looked up): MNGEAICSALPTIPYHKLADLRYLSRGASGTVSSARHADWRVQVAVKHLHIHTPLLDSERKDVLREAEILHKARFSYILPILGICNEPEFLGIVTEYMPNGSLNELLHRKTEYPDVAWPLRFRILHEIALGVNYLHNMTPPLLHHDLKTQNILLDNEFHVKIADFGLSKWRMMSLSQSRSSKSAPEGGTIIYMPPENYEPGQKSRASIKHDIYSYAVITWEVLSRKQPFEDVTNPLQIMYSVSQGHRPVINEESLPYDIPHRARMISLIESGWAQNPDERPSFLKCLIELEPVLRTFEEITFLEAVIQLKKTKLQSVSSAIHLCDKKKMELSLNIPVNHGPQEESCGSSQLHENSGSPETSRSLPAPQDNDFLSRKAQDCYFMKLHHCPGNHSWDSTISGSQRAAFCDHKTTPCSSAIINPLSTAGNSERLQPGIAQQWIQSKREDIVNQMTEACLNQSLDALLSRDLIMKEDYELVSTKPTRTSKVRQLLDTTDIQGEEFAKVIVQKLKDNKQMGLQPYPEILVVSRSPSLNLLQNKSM
# NCOA2 inhibitor: human SRC2 (NCOA2) inhibition. Q15596. HEK293 GAL4-SRC2 luciferase reporter, luminescence. inhibition, % at 9 µM. 370,000 compounds, 0.17% hits;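 active = inhibition above the mean inhibition of all tested compounds plus 3 SD, set per campaign, cut at about 52% in these data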;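 also: 0% = DMSO treated cells and 100% = cells given Gossypol at 36 µM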
# N-glyco inh: blocks N-linked glycosylation in D54 reporter cells. D54 ERlucT glycosylation luciferase reporter, 24 h; percent of 100 nM tunicamycin response. 360,000 compounds, 0.23% hits. reporter increase, % at 12.5 µM;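 active = mean luciferase reporter signal, scaled so untreated is 0 and the glycosylation-blocking control 100, at or above a set limit in every replicate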;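 also: luciferase carries N-glycosylation sites so blocking glycosylation raises the light; 0% = median of neutral control wells and 100% = median of 100 nM tunicamycin wells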
# m5-HT2A agonist: mouse HTR2A agonism via beta-arrestin recruitment | P35363 | CHO-K1 mHTR2A beta-arrestin complementation, luminescence; percent of 30 µM serotonin response | activation, % at 7.6 µM | 360,000 compounds, 0.66% hits | AID 624169;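 active = activation above a run cutoff, the mean activation of all tested compounds plus 3 SD, cut at about 14% in these data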;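 also: 0% = plate median of compound wells and 100% = 30 µM serotonin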
# Target sequence (P35363 whole entry, looked up): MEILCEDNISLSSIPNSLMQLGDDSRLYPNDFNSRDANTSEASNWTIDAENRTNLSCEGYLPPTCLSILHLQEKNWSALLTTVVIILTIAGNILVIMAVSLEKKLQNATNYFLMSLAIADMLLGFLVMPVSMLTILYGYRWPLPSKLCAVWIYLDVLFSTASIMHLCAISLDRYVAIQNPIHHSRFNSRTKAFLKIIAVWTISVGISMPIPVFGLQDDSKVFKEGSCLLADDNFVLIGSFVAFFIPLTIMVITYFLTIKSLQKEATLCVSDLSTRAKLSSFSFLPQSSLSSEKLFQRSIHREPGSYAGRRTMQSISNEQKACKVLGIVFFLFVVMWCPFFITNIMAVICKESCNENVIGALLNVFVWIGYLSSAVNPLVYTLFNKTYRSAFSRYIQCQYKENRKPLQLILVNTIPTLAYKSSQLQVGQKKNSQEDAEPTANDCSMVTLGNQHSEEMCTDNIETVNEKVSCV
# TLR9-MyD88 inh: inhibitors of human TLR9-MyD88 binding; 340,000 compounds, 0.21% hits; CHO BLA complementation TLR9-MyD88, CCF4 FRET ratio; Q9NR96+Q99836; inhibition, % at 4.98 µM;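 active = inhibition above the mean over all tested compounds plus 3 SD, cut at about 21% in these data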;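 also: 0% = DMSO only wells and 100% = clavulanate BLA inhibitor control wells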
# MC4R antagonist: blocks human MC4R cAMP signaling. MC4R-expressing cells, MTII-stimulated cAMP, LANCE TR-FRET. P32245. 360,000 compounds, 0.48% hits. inhibition, % at 6.5 µM. AID 540295;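 active = inhibition above its plate's cutoff, the mean of tested wells on that plate plus 3 SD, cut at about 29% in these data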;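 also: 0% = Melanotan II alone and 100% = Melanotan II plus saturating MCL0020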
#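 Material: U2OS-MC4R stable cell line | Reagent: Melanotan II challenge after compound preincubation | Doses: One concentration, 6.5 µM nominal | Incubation: 30-min compound preincubation, 1-h Melanotan II challenge, 1-h detection, room temperature | Signal: TR-FRET cAMP assay | Replicates: One well per compound, no replicates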
# MC4R ag barr: activates human MC4R beta-arrestin recruitment. P32245. U2OS MC4R beta-arrestin complementation, luminescence; percent of melanotan II response, DMSO zero. activation, % at 8.9 µM. 360,000 compounds, 0.98% hits. AID 540308;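 active = activation above a per-plate cutoff, the mean activation of sample wells on that plate plus 3 SD, cut at about 8% in these data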
# Starred values were filed as active, the others as inactive; / = not tested or not shown.
SMILES,ABHD5-PLIN5 inh,Cardio protect,ABCB6 inh 2,NOD2-RIPK2 inh,NCOA2 inhibitor,N-glyco inh,m5-HT2A agonist,TLR9-MyD88 inh,MC4R antagonist,MC4R ag barr
CC(=O)Oc1ccccc1C1OC(=O)c2ccccc2N1C(C)=O (configuration not stated),0,12,94,-1,-19,3,5,-22,2,1.2
C=C(Cl)COc1ccc2c(C)cc(=O)oc2c1,-5,-2,98,1,-24,-5,-7,-6,0,-1.1
COc1ccc(CC(=O)Nc2cccc(C(C)=O)c2)cc1S(=O)(=O)N1CCOCC1,10,10,93,-3,-18,1,6,-3,3,0.1
O=C(N/N=C/c1ccccc1[N+](=O)[O-])c1ccncc1,3,0,101,-6,-10,-3,3,-2,0,-1.5
Cc1cccc(-n2c(SCc3ccc(C#N)cc3)nnc2-c2c[nH]c3ccccc23)c1,5,2,96,4,-19,-4,-2,-6,15,0.0
CC(=O)N1CC2(CC(=O)OC(C)C)CN(C(C)=O)CC(CC(=O)OC(C)C)(C1)C2=O,-5,7,113,-13,-7,1,-2,-3,0,-1.3
Cc1ccc(C(=O)N2CCCC(N(C)Cc3ccccc3)C2)s1 (configuration not stated),-7,4,97,-1,-10,-2,-13,-10,24,-2.4
S=C(NC1CCCC1)N1CCN(c2ccccn2)CC1,0,0,95,-8,-8,2,-2,7,6,-0.8
CC[C@]12c3[nH]c4ccc(OC)cc4c3CCN1C(=O)C(CC(=O)NCCCn1ccnc1)C[C@@H]2C(=O)N1CCN(C(=O)C2CC2)CC1 (some centres not stated),-7,0,98,4,11,3,0,-6,4,-1.9
CCc1ccc(S(=O)(=O)NCc2csc(C)n2)s1,0,3,101,-15,3,-4,4,-2,0,0.1
CCn1c(C)nc2cc(C(=O)NNC(=S)NC(=O)c3ccccc3)ccc21,4,7,93,-4,-1,3,-6,-1,2,-2.4
O=C(O)C1CC=CCC1C(=O)NCc1ccccc1 (configuration not stated),0,-1,98,-1,-1,1,-1,9,15,-0.4
O=C(Nc1ccc2c(c1)OCCO2)c1cccnc1,-7,-2,82,-6,-26,1,-2,0,-2,1.1
CCCC(CCC)C(=O)Nc1ccncc1,-9,-3,100,1,21,1,7,1,13,1.9
Cc1cccc(C(=O)Nc2cccc(Br)c2)c1[N+](=O)[O-],4,7,96,-8,-11,0,1,6,-4,-2.5
CCc1ccccc1NC(=O)c1ccc2c(c1)CCN2S(C)(=O)=O,3,0,94,-3,2,-2,4,-4,6,-0.9
O=C(NCc1ccc(F)cc1)C1CC(=O)N(C2CCCC2)C1 (configuration not stated),-5,-2,104,6,6,0,6,-3,-3,-0.9
COc1cccc(S(=O)(=O)N(C)C[C@@H]2Oc3ncc(C#CCN(C)C)cc3C(=O)N([C@H](C)CO)C[C@H]2C)c1,0,0,96,-15,3,1,-1,-8,16,-0.2
O=c1[nH]c(SCc2cccc(Cl)c2)nc2c1CCCC2,-10,33,105,-3,15,0,-2,9,7,6.0
N#CCc1ccc(Oc2ncc(C(F)(F)F)cc2Cl)cc1,3,2,103,0,3,3,4,-10,-5,-1.6
NNC(=O)c1ccc([N+](=O)[O-])c(CS(=O)(=O)c2ccc(Cl)cc2)c1,4,11,100,3,-4,1,-3,-4,3,1.0
COC(=O)c1ccsc1NC(=O)c1cccc(OC)c1,0,4,98,2,3,-1,2,-1,4,3.0
COc1ccc(C(=O)O/N=C2\CCS(=O)(=O)c3sccc32)cc1,3,14,95,1,8,-1,3,4,3,-1.0
O=C1c2ccccc2C(=O)N1/N=C/c1ccc(O)c(O)c1O,0,19,97,-7,/,0,4,6,0,-1.9
COc1ccc(C(=O)NC(=S)NNC(=O)c2ccccc2O)cc1,4,26,98,-4,-20,0,7,10,-4,1.4
# (listing goes on)
SMILES,ABHD5-PLIN5 inh,Cardio protect,ABCB6 inh 2,NOD2-RIPK2 inh,NCOA2 inhibitor,N-glyco inh,m5-HT2A agonist,TLR9-MyD88 inh,MC4R antagonist,MC4R ag barr
N#CCCn1c(SCC(=O)c2c[nH]c3ccccc23)nc2ccccc21,-2,51*,95,-2,-15,0,3,-7,2,0.4
CC(=O)NCCn1c(C)cc2ccccc21,-7,-1,103,-8,9,2,3,-6,9,0.7
O=C(CC1NC(=O)NC1=O)Nc1ccccc1 (configuration not stated),-6,7,99,-5,-11,2,4,5,3,3.4
O=C(NCCCN1CCCC1=O)Nc1ccc(Br)cc1Cl,3,9,98,10,1,0,-4,-3,8,-2.7
CC(C)OCCCNC(=O)C1CCN(S(=O)(=O)c2ccc3nc4c(c(C(=O)O)c3c2)CCCCC4)CC1,4,1,96,-14,-3,1,6,0,2,-1.2
CCOC(=O)N1CCN(C(=O)C(CC)n2nc(C)c3sc4ccccc4c3c2=O)CC1 (configuration not stated),-3,7,98,-9,-19,1,2,-4,9,1.3
Cc1ccc(NS(=O)(=O)c2ccc(OCC(=O)NCc3ccccn3)cc2)cc1,3,3,101,11,26,-2,-1,-2,6,-2.0
O=S(=O)(c1ccc(Br)cc1)N1CCN(c2cc(-c3ccccc3)nc3ncnn23)CC1,4,-6,103,0,/,0,1,4,1,-0.7
CCCCn1c(N)c(N(CCOC)C(=O)CN2c3ccccc3CC2C)c(=O)[nH]c1=O (configuration not stated),3,-4,99,6,-9,1,4,-6,2,-3.4
COCCOC(=O)c1c(NC(=O)CNCc2ccco2)sc(C(N)=O)c1C,8,0,93,0,17,1,-2,-3,5,-0.8
O=c1[nH]c(Cc2ccccc2)nc2scc(-c3ccccc3)c12,-1,-31,95,-7,-18,0,-1,-2,0,0.7
Cc1ccnc2c1ccc1ccccc12,2,7,100,-8,10,0,1,2,1,0.5
Cc1cccc2cc(CN(Cc3cccnc3)C(=S)NCCCN(C)C)c(=O)[nH]c12,3,12,98,-5,-10,-3,-3,-2,2,-1.2
CCN(CC)C(=O)COc1ccc(S(=O)(=O)N2CCOCC2)cc1,4,6,105,-6,-7,0,-2,5,-2,-1.0
O=C(Nc1ccccc1F)c1c[nH]c(=O)[nH]c1=O,-1,1,105,5,8,0,-3,4,-2,1.5
COCCNCC(=O)NCC12CC3CC(CC(C3)C1)C2,-3,12,94,1,-2,1,-3,6,2,-0.6
CCOC(=O)c1cnc2c(-c3ccccc3)c(-c3ccccc3)nn2c1C,-6,-7,99,-6,-18,-5,0,1,7,0.2
CCOC(=O)CNC(=O)C1(/C=C/c2ccccc2)CC(=O)N1c1ccc(OC)cc1 (configuration not stated),-5,1,100,-10,-7,-3,0,-2,22,-2.1
CN1CCN(CC/C=C2/c3ccccc3Sc3ccc(S(=O)(=O)N(C)C)cc32)CC1,16,-6,98,-10,-14,2,2,2,5,0.0
CC(=O)c1cccc(N=Nc2c(-c3ccccc3)[nH]n(-c3ccccc3)c2=O)c1,1,16,96,2,-4,2,3,3,-2,-3.3
CCOC(=O)N(C)c1c(CC)nc2c(OCc3ccccc3)cccn12,8,3,98,-4,17,0,-3,/,-9,0.5
COc1ccc(CN(C)S(=O)(=O)c2nnc(NC(=O)c3ccccc3)s2)cc1OC,0,-7,100,-3,12,0,0,-5,11,-1.5
CC1CCCC(NC(=O)COC(=O)c2ccc([N+](=O)[O-])s2)C1C (configuration not stated),-1,21,94,1,24,-2,2,8,12,-0.7
O=C(OCC(=O)N1CCCc2ccccc21)c1cc(S(=O)(=O)N2CCOCC2)ccc1F,8,0,104,1,-7,0,5,6,-36,-1.8
Cc1nnc(C)n1/N=C/c1cccc(Oc2ccccc2)c1,-3,-3,96,-12,8,1,1,-7,-4,-0.9

# Three entries already listed, arranged by the number in ABHD5-PLIN5 inh, low to high:
structure	ABHD5-PLIN5 inh
CC(=O)Oc1ccccc1C1OC(=O)c2ccccc2N1C(C)=O (configuration not stated)	0
CCc1ccccc1NC(=O)c1ccc2c(c1)CCN2S(C)(=O)=O	3
O=C(OCC(=O)N1CCCc2ccccc21)c1cc(S(=O)(=O)N2CCOCC2)ccc1F	8

# The list continues:
SMILES,ABHD5-PLIN5 inh,Cardio protect,ABCB6 inh 2,NOD2-RIPK2 inh,NCOA2 inhibitor,N-glyco inh,m5-HT2A agonist,TLR9-MyD88 inh,MC4R antagonist,MC4R ag barr
O=c1cc(CO)oc(C(Nc2ccccn2)c2cccc(F)c2)c1O (configuration not stated),-1,17,101,-6,14,-1,-3,11,-1,-0.8
COc1cc(CN2C[C@@H](CO)O[C@@H](n3cnc4c(NC5CCCC5)ncnc43)C2)cc(OC)c1OC,7,14,92,-3,3,1,5,/,-9,0.1
COc1ccc(N(C)C(=O)c2sc(Cl)nc2C)cc1,2,9,120,0,15,-2,0,3,17,1.5
Cc1noc(C)c1COC(=O)c1ccc(-c2nc3ccccc3s2)s1,1,-17,86,-5,-22,2,-1,8,-4,-3.1
COc1ccc(C2/C(=C(/O)c3cnn(-c4ccccc4)c3C)C(=O)C(=O)N2CCN(C)C)cc1OC (configuration not stated),-3,5,97,-2,-26,0,-2,-4,17,-0.2
C=CCOC(=O)CN1C(=O)c2ccccc2C1=O,-5,3,103,-3,-7,3,0,3,7,-0.8
O=C(Nc1nc2ccc(F)cc2s1)c1cccs1,2,-9,99,-5,-60,-11,-3,-3,7,0.0
Cc1cnc(NC(=O)c2cc3c(C)nn(Cc4ccccc4Cl)c3s2)s1,-2,15,99,-14,-2,-1,2,-11,11,6.7
CC(C)OC(=O)Cn1cc(C#N)c2ccccc21,-4,1,108,5,21,0,8,-9,-7,1.1
O=C(C1CCN(S(=O)(=O)c2ccc(Cl)cc2)CC1)N1CCCC1,-5,-3,101,0,-1,-1,7,-4,10,-0.5
COc1ccc(OC)c(-c2csc(NC(=O)Cc3ccccc3OC)n2)c1,-6,-4,93,0,-2,0,-5,-6,-4,0.4
COc1cc(C(CCN2CCN(c3ccccc3)CC2)c2c(OC)cc(OC)c3c(C)cc(=O)oc23)cc(OC)c1OC (configuration not stated),9,-7,91,-1,-14,0,-5,-6,2,-1.7
C[C@H](CO)N1C[C@H](C)[C@@H](CN(C)S(=O)(=O)c2ccc(Cl)cc2)Oc2ccc(NS(=O)(=O)c3ccccc3)cc2CC1=O,-8,4,100,-6,13,-1,10,0,10,-0.7
CCOC(=O)CC1(NC(=O)C2CCC(=O)N(CCc3ccc(OC)cc3)C2)CCCCC1 (configuration not stated),-6,0,96,3,1,-2,-2,-3,8,-1.6
NC(=O)c1ccccc1NC(=O)CCn1c(=S)oc2ccccc21,6,8,98,-2,-13,-1,2,5,5,-2.0
CCC(=O)c1cc(F)c(N2CCN(C(=O)c3ccco3)CC2)cc1C,-2,-6,107,0,-35,-2,5,-1,1,-0.1
CSc1ccc(CN(C)CC(=O)NCc2ccc(F)cc2)cc1,-1,4,95,3,12,1,-8,-5,11,-2.1
COc1ccc(Oc2cc(C)nc(Cl)n2)nn1,5,1,87,1,9,0,5,5,-6,-2.0
O=C1CC(c2cccs2)c2cc3c(cc2N1)OCCO3 (configuration not stated),0,-7,99,-1,17,6,0,-3,16,0.6

# A portion of the library (hit frequency here may not be typical).
